RAD54 inh = blocks human RAD54 Holliday junction branch migration; FAM/BHQ fluorescence; Q92698; 360,000 tested, 0.14% active; inhibition, % at 10.4 µM;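 active = mean normalized replicate activity at least 40 and at least half of replicates scoring 40 or more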;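 note: 0% = median of neutral control wells and 100% = median of positive control wells; inhibitors cause a drop in the FAM fluorescence signal; in these data hits start at about 50%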
CASP6 VEID inh = blocks human caspase-6 cleavage activity. AID 686996. P55212. inhibition, % at 12.5 µM. 350,000 tested, 0.53% active. purified caspase-6, Z-VEID-R110 cleavage fluorescence;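 active = mean inhibition across replicates at least about 35%, with every replicate also reaching that limit, limit read from the data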;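 note: 0% = median of neutral control wells and 100% = no fluorescence left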
ARNT TACC3 PPI = ARNT/TACC3 interaction disruption. Q9Y6A5. AlphaScreen His-ARNT PAS-B/GST-TACC3 binding, luminescence; TACC3 fragment carries E629A point mutation. inhibition, % at 9.99 µM. 390,000 tested, 0.66% active. AID 623870;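 active = mean inhibition of replicates at least 50% and at least half of replicates each reaching 50%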;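 note: 0% = complete ARNT plus TACC3 wells and 100% = ARNT alone without TACC3; many hits fall short of the cut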
E-selectin induc = E-selectin induction on HUVECs. P16581. HUVEC E-selectin immunofluorescence imaging; normalized: neutral wells 0, TNF-alpha wells 100. activation, % at 7.58 µM. 260,000 tested, 0.37% active;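 active = mean E-selectin-positive cell signal at least 10% of the positive control, reached in at least 60% of replicates, without over 20% cell loss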;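 note: in these data hits start at about 27%; measured in HUVEC primary endothelial cells; signal is the percent of cells scored E-selectin positive by PE staining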
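Material: HUVEC primary endothelial cells; Amount: 3,000 cells per well; Dosing: single concentration; Medium: EGM-2 growth medium on 0.1% gelatin-coated wells; Read-out basis: percent E-selectin-positive cells; Signal: immunofluorescence imaging; Control set: TNF-alpha, DMSO.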
RAD52 anneal inh = RAD52 (human) annealing inhibition; recombinant RAD52 DNA annealing, FRET fluorescence; inhibition, % at 18.7 µM; 360,000 tested, 0.46% active; AID 651710;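 active = every replicate showing at least 50% inhibition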
Target sequence (P43351 whole entry, looked up): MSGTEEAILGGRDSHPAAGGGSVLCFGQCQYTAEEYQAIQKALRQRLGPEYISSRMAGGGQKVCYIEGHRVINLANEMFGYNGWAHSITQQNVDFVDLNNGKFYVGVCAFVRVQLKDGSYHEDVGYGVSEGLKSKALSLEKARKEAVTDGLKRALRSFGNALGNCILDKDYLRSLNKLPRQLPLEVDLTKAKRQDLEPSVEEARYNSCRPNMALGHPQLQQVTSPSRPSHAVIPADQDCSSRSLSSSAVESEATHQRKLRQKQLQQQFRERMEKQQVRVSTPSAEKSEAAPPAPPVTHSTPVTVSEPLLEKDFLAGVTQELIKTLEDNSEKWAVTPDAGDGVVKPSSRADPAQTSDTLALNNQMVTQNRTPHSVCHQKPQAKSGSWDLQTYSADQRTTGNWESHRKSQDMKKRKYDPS
ERp5 block = blocks human ERp5 reductase activity on insulin; ERp5 insulin aggregation, absorbance 650 nm, 90 min; AID 651711; inhibition, % at 9.99 µM; Q15084; 350,000 tested, 0.05% active;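 active = mean replicate inhibition above about 25%, with every replicate also reaching it, limit read from the data, passing the limit was not always enough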
Target sequence (Q15084 whole entry, looked up): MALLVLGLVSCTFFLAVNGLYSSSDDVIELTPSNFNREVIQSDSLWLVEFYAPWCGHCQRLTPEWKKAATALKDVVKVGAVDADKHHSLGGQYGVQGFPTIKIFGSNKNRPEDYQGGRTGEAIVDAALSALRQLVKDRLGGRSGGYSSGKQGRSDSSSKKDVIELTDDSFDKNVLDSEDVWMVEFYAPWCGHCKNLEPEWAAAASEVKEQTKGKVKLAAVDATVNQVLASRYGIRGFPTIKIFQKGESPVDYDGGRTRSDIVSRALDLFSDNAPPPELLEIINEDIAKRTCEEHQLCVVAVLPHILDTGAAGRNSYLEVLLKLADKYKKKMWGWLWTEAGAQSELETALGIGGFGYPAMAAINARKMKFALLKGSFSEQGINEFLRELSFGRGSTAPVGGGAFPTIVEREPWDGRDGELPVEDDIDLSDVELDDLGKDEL
PglD inh = blocks C. jejuni PglD acetyltransferase activity; purified PglD enzyme, DTNB colorimetric CoA detection; 360,000 tested, 0.098% active; inhibition, % at 12.5 µM; in the data active = inhibition above about 16%, passing the limit was not always enough; note: strong numbers were not always called active
esBAF inh = inhibitors of esBAF chromatin remodeling in mouse ES cells; reporter increase, % at 12.5 µM; Bmi1-luciferase knock-in reporter, 24 h; 100% = twice the neutral-well signal; 350,000 tested, 2% active; in the data active = activation above about 40%;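 note: 0% = median of the plate's neutral control wells and 100% = double that signal; a rise in the Bmi1 reporter signal indicates esBAF inhibition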
Starred values were filed as active, the others as inactive; nt = not tested or not shown.

SMILES | RAD54 inh | CASP6 VEID inh | ARNT TACC3 PPI | E-selectin induc | RAD52 anneal inh | ERp5 block | PglD inh | esBAF inh
O=C(CNc1cccc2ccccc12)N/N=C/c1ccc(OC(=O)/C=C/c2ccco2)cc1 | 3.5 | 1.0 | nt | nt | -19.3 | -2.6 | -3.3 | 0.3
Cc1cnc(=O)[nH]c1SCC(=O)c1ccc(F)cc1 | 2.7 | -0.8 | 3.5 | 3.2 | -31.0 | 12.8 | -0.4 | 12.2
C/C=C/c1ccc2c(c1)O[C@H](CN(C)C(=O)CN(C)C)[C@H](C)CN([C@H](C)CO)S2(=O)=O | 0.4 | 1.1 | -17.5 | -0.5 | 6.2 | 7.0 | 2.3 | -3.9
CN(C)CCCNC(=O)C[C@H]1CC[C@@H](NS(=O)(=O)c2ccccc2)[C@H](CO)O1 | -2.4 | -0.1 | -1.7 | -0.2 | -7.8 | 0.4 | -2.0 | 3.7
CC1CCN(C(=O)COC(=O)CCC(=O)c2ccc(Cl)cc2)CC1 | -6.5 | 0.3 | 1.7 | 0.1 | -15.1 | -1.6 | 0.9 | 8.8
NC(=O)COC(=O)CC12CC3CC(CC(Br)(C3)C1)C2 | nt | 1.2 | -8.7 | nt | -1.5 | 3.8 | nt | nt
C[C@H]1CN([C@@H](C)CO)C(=O)c2cccc(NS(=O)(=O)c3cn(C)cn3)c2O[C@H]1CN(C)C(=O)Nc1ccc(C(F)(F)F)cc1 | -12.6 | 1.0 | -5.9 | -0.3 | -5.8 | 21.0 | 1.9 | -0.2
Cc1c(NS(=O)(=O)c2ccc(N=NN(C)C)cc2)c(=O)n(-c2ccccc2)n1C | 0.4 | 0.3 | -8.3 | nt | -10.0 | 2.6 | 1.1 | 2.9
CCCC(=O)Nc1cccc(NC(=O)c2ccc([N+](=O)[O-])cc2Cl)c1 | nt | -1.5 | -2.9 | nt | -5.3 | 3.0 | nt | nt
CC1CCN(Cc2nc(Cl)c3c4c(sc3n2)CCC4)CC1 | -8.5 | -5.8 | -4.4 | nt | -11.9 | 3.9 | 3.9 | nt
COc1cc(C(=O)NCC(=O)N/N=C/c2ccco2)cc(OC)c1OC | -2.3 | 4.4 | -2.1 | nt | -15.5 | -3.3 | 1.4 | -1.5
CCc1ccc(OCCn2ccnc2)cc1 | 6.1 | -2.2 | 4.9 | nt | -15.9 | 3.2 | -4.1 | 6.3
Cc1cc(C)c(S(=O)(=O)c2ccccc2F)c(=O)[nH]1 | -1.7 | 1.6 | -1.8 | 2.3 | -13.0 | 1.7 | 2.8 | -2.8
COc1ccccc1N(C)S(=O)(=O)c1ccc(C(=O)Nc2cc(F)ccc2C)cc1 | 4.2 | 0.0 | -28.7 | -0.5 | -9.0 | 0.0 | -4.2 | 1.9
Fc1ccc2cc(-c3cccnc3)ncc2c1 | 9.0 | -0.5 | -0.3 | 0.1 | -17.4 | -4.5 | -3.6 | 49.6*
O=C(/C=C/c1ccc(F)cc1)NC(=S)Nc1ccccc1O | -10.4 | nt | 4.6 | 0.0 | -12.9 | -0.3 | 8.7 | 24.7
CCSc1nc2ccccc2c(=O)n1CCc1ccc(OC)c(OC)c1 | 1.8 | 4.7 | -1.7 | 0.9 | -2.1 | -1.3 | -1.5 | -5.1
CCN(C(=O)COC(=O)C1CCN(S(=O)(=O)c2c(Cl)cccc2Cl)CC1)C1CCCCC1 | -5.9 | 0.4 | 1.3 | -0.1 | 4.0 | -0.7 | -3.6 | 4.8
COc1ccccc1C#Cc1ccc([C@@H]2[C@@H](C#N)N(C(=O)C3CCCCC3)[C@@H]2CO)cc1 | nt | 1.6 | nt | -0.2 | -2.8 | -0.7 | nt | nt
C[C@H](CO)N1C[C@H](C)[C@@H](CN(C)C(=O)CCC(F)(F)F)OCCCC[C@H](C)Oc2ccc(NC(=O)c3ccccc3)cc2C1=O | 1.0 | -0.9 | -3.5 | -0.1 | 8.4 | -5.8 | 0.3 | 1.7
Cc1cccc(CCNC(=O)C2CCC(CNc3c(N4CCCC4)c(=O)c3=O)CC2)c1 (stereo unspecified) | -2.0 | -1.9 | -11.7 | -0.4 | -12.4 | 5.7 | 5.0 | -1.8
O=C(NC[C@@H]1[C@@H](c2ccccc2)[C@@H](CO)N1CC1CCCC1)c1cccnc1 | 4.9 | nt | 0.0 | 0.0 | nt | nt | -2.0 | 4.6
CN(C)C(=O)c1ccccc1NC(=O)Cc1cccc2ccccc12 | -1.9 | -0.7 | -40.7 | nt | -12.3 | 0.9 | 7.0 | 1.6
Cc1cc(/C(N)=N/OC(=O)Nc2ccccc2)no1 | -1.4 | -2.3 | -0.1 | -0.1 | -8.3 | 5.9 | 1.7 | nt
CCCCNC(=O)CN1C(=O)NC2(CCOc3ccccc32)C1=O (stereo unspecified) | -5.4 | -3.5 | -1.5 | nt | -19.0 | -9.2 | 3.2 | 1.4
CC(=O)N/C(=C/c1ccc2c(c1)OCO2)C(=O)NC(Cc1ccccc1)C(=O)O (stereo unspecified) | 2.5 | 6.0 | -3.8 | -0.1 | -2.4 | 2.1 | 0.5 | nt
Cc1ccc(S(=O)(=O)Nc2cccc3c2O[C@@H](CN(C)S(=O)(=O)c2ccc(Cl)cc2)[C@@H](C)CN([C@@H](C)CO)C3=O)cc1 | nt | 0.9 | nt | -0.5 | 10.8 | -6.8 | nt | nt
COc1ccc2c3c([nH]c2c1)[C@@H](CO)N(C(=O)Cc1ccccc1)CC31CN(C(=O)Nc2ccccc2F)C1 | nt | 1.2 | nt | 0.1 | -9.8 | 0.2 | nt | nt
Cc1ccc(C)c(OCC(=O)OCC(=O)Nc2c(C)nn(-c3ccccc3)c2C)c1 | nt | 0.8 | -3.9 | -2.3 | -10.4 | -2.5 | nt | -7.0
CN(C)Cc1c(C(=O)N/N=C/c2ccncc2)nnn1-c1nonc1N | -2.1 | -3.5 | -3.8 | -1.6 | -3.9 | -0.6 | 8.8 | 1.4
CC(C)NC(=O)Nc1ccc2c(c1)C(=O)N([C@H](C)CO)C[C@@H](C)[C@H](CN(C)C(=O)c1ccncc1)OCCCC[C@H](C)O2 | 6.1 | -0.2 | -11.8 | -0.1 | -2.8 | -2.1 | 6.5 | nt
O=C(NCCc1c[nH]c2ccccc12)c1ccc2nc[nH]c2c1 | 9.4 | 10.5 | 13.0 | 1.4 | -6.5 | 1.1 | 0.6 | 0.8
COc1cc2c(cc1OC)C(c1cc([N+](=O)[O-])ccc1O)NCC2 (stereo unspecified) | nt | -2.3 | 3.1 | 0.0 | -7.9 | -5.0 | nt | nt
CCCCN(C(=O)c1sc2nc3n(c(=O)c2c1C)CCC3)c1c(N)n(CC(C)C)c(=O)[nH]c1=O | 2.0 | -3.3 | nt | nt | -16.1 | 1.0 | -6.1 | 2.8
COc1ccc2sc(-c3ccc(N(C)C)cc3)c(C#CC(C)(C)O)c2c1 | -1.6 | -0.8 | -2.5 | 0.4 | -24.1 | 5.4 | -2.2 | 11.5
CC(C)(C)C(=O)Nc1nnc(SCC(=O)NC2CC2)s1 | -0.8 | 2.0 | 0.1 | nt | -9.9 | 4.7 | -2.8 | -8.2
O=C(Nc1cc(=O)[nH]c2ncnn12)c1ccccc1F | -6.6 | 0.5 | 6.9 | 2.0 | -25.9 | -2.5 | 4.5 | 0.0
OC[C@@H]1CN(Cc2cccs2)C[C@H](n2cnc3c(Nc4ccccc4)ncnc32)O1 | -10.0 | -0.9 | nt | 0.7 | -18.3 | -1.8 | 5.5 | 3.0
Cc1nn(-c2ccccc2)c(Cl)c1C(=O)OCC(=O)N(C)c1c(N)n(Cc2ccccc2)c(=O)[nH]c1=O | nt | -1.6 | -3.7 | 0.1 | -11.3 | 14.9 | nt | 0.3
Cc1cccc(NC(=S)N/N=C/C(C)c2ccccc2)c1C (stereo unspecified) | nt | 4.9 | 23.6 | -0.9 | -1.8 | 2.9 | nt | nt

Ordered by formula weight (falling): 7 of the compounds above.
SMILES | RAD54 inh | CASP6 VEID inh | ARNT TACC3 PPI | E-selectin induc | RAD52 anneal inh | ERp5 block | PglD inh | esBAF inh
C[C@H]1CN([C@@H](C)CO)C(=O)c2cccc(NS(=O)(=O)c3cn(C)cn3)c2O[C@H]1CN(C)C(=O)Nc1ccc(C(F)(F)F)cc1 | -12.6 | 1.0 | -5.9 | -0.3 | -5.8 | 21.0 | 1.9 | -0.2
Cc1ccc(S(=O)(=O)Nc2cccc3c2O[C@@H](CN(C)S(=O)(=O)c2ccc(Cl)cc2)[C@@H](C)CN([C@@H](C)CO)C3=O)cc1 | nt | 0.9 | nt | -0.5 | 10.8 | -6.8 | nt | nt
Cc1c(NS(=O)(=O)c2ccc(N=NN(C)C)cc2)c(=O)n(-c2ccccc2)n1C | 0.4 | 0.3 | -8.3 | nt | -10.0 | 2.6 | 1.1 | 2.9
CN(C)C(=O)c1ccccc1NC(=O)Cc1cccc2ccccc12 | -1.9 | -0.7 | -40.7 | nt | -12.3 | 0.9 | 7.0 | 1.6
CC1CCN(Cc2nc(Cl)c3c4c(sc3n2)CCC4)CC1 | -8.5 | -5.8 | -4.4 | nt | -11.9 | 3.9 | 3.9 | nt
O=C(/C=C/c1ccc(F)cc1)NC(=S)Nc1ccccc1O | -10.4 | nt | 4.6 | 0.0 | -12.9 | -0.3 | 8.7 | 24.7
Cc1cnc(=O)[nH]c1SCC(=O)c1ccc(F)cc1 | 2.7 | -0.8 | 3.5 | 3.2 | -31.0 | 12.8 | -0.4 | 12.2

Other results.
SMILES | RAD54 inh | CASP6 VEID inh | ARNT TACC3 PPI | E-selectin induc | RAD52 anneal inh | ERp5 block | PglD inh | esBAF inh
C/C(=N/NC(=O)c1nnn(-c2nonc2N)c1CSc1ccc(Cl)cc1)c1ccncc1 | 6.2 | -0.2 | nt | nt | -13.6 | 1.5 | -1.8 | -5.2
Cc1ccc(-c2ccc(S(=O)(=O)N3CCCC3)cc2)cc1 | nt | -0.4 | 1.6 | nt | -6.5 | -9.2 | nt | nt
Cc1cc(N2CCN(C(=O)OC(C)(C)C)C[C@@H]2C)ccc1N1CCS(=O)(=O)CC1 | nt | 0.7 | nt | 1.6 | -21.4 | -1.1 | nt | nt
CCOc1ccc(N(CC(=O)NC2CCCC2)S(=O)(=O)c2ccccc2)cc1 | 15.6 | -5.8 | -9.4 | 0.4 | 0.3 | -4.2 | -0.1 | -0.3
CCNC(=O)COC(=O)c1cc(C)nc2ccccc12 | nt | 1.2 | -7.0 | nt | -33.0 | -6.0 | nt | nt
CCCCCCn1cc(CN2CC(N3CCN(C4CCN(C)CC4)CC3)CS2(=O)=O)nn1 (stereo unspecified) | nt | -91.4 | nt | 0.0 | -11.0 | -0.5 | nt | nt
CCn1c(CNC(=O)c2ccco2)nnc1SCC(=O)Nc1ccccc1Cl | 15.3 | 0.8 | 8.8 | nt | -1.9 | 1.0 | 2.0 | 2.5
CC(=O)Nc1cccc(-c2cc(NC=O)c3ncc(-c4ccc(C(C)=O)cc4)n3c2)c1 | -5.0 | 0.7 | nt | -0.3 | -10.9 | 6.2 | -1.6 | 1.2
O=C(O)C1CC=CCC1C(=O)Nc1ccc2c(c1)CCC2 (stereo unspecified) | 5.7 | -0.9 | -4.8 | 0.2 | -10.3 | -0.3 | -2.1 | -10.2
O=C1c2ccccc2S(=O)(=O)N1CCOc1ccc(F)cc1 | 1.6 | nt | -6.5 | nt | nt | nt | -1.3 | 11.0
Cc1oc(-c2ccc(F)cc2)cc1-c1nn2c(-c3ccoc3C)nnc2s1 | -5.0 | nt | -5.7 | nt | nt | nt | 9.3 | 2.2
CCCC#Cc1cnc2c(c1)C(=O)N([C@@H](C)CO)C[C@@H](C)[C@@H](CN(C)C(=O)c1cnccn1)O2 | -4.6 | 0.1 | 14.6 | -0.1 | -9.1 | -2.1 | -0.7 | 0.6
CCCCOc1ccc(C(=O)OCC(=O)Nc2cc(C)c(C)cc2[N+](=O)[O-])cc1 | nt | 2.1 | nt | -0.2 | -13.3 | -10.6 | nt | nt

Screening results as filed in PubChem.
